# RGS4 inh: inhibitors of human RGS4; B-score at 10 µM; 0.45% of 310,000 active; HEK293 M3R/RGS4 inducible, Fluo-4 calcium flux; active compounds read high; triggered by carbachol at its EC20; AID 463165; P49798;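 active = B-score, a plate-corrected calcium signal, over three deviations above library mean, with baseline fluorescence within five deviations of library mean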;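 note: RGS4 expression induced by doxycycline in cells with stable M3 receptor; B-score is computed from the integrated fluorescence ratio over baseline after carbachol; higher B-score means a larger calcium signal and so more RGS4 inhibition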
# TMEM16A act: activates or potentiates the mouse TMEM16A chloride channel; 0.3% of 340,000 active; B-score at 10 µM; HEK293 TMEM16A/YFP-H148Q/I152L, iodide quench fluorescence; active compounds read low; Q8BHY3;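 active = fluorescence-ratio B-score plate-corrected deviation score at least 3 library SD below zero, with starting fluorescence score within 5 deviations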;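 note: channel opened by trigger with iodide after compound preincubation; score built on the fluorescence ratio of max minus min over baseline; more negative score means more quench and so TMEM16A activation or potentiation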
# Target sequence (Q8BHY3 whole entry, looked up): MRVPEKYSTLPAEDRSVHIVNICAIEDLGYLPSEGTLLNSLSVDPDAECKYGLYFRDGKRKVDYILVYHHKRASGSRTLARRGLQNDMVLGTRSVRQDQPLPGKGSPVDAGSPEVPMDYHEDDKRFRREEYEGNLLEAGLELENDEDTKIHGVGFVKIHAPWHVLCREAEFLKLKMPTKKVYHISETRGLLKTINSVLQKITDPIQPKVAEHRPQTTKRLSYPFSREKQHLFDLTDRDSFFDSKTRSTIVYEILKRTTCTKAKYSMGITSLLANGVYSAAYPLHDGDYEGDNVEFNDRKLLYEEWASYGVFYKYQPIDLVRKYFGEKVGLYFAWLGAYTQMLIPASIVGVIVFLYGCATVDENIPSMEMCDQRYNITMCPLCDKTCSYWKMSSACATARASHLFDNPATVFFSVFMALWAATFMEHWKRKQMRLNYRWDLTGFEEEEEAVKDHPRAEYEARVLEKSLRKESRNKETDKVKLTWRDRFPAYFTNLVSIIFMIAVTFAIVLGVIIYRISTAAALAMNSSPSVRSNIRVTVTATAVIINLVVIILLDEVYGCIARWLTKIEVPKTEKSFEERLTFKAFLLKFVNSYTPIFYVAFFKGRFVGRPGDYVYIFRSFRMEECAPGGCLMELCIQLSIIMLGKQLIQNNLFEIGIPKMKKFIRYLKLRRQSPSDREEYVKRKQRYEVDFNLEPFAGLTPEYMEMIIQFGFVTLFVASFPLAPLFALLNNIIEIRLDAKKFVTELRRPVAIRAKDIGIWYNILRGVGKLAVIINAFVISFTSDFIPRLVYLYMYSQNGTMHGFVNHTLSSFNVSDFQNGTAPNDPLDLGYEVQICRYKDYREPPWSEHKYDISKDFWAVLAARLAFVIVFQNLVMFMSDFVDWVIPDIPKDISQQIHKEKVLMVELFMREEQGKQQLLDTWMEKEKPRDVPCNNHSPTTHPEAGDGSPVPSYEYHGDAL
# TRPC4 potent: TRPC4 (mouse) allosteric potentiation; Q9QUQ5; HEK293 TRPC4beta/mu-opioid, DAMGO EC20, Fluo-4 Ca2+ flux; active compounds read high; B-score at 10 µM; 0.42% of 310,000 active; AID 2227;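 active = B-score of calcium response area above 5 SD of library B-scores, with initial fluorescence ratio within 5 SD of library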;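 note: B-score of integrated fluorescence ratio over time as area under calcium response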
# TRPC4 block: TRPC4 (mouse) channel inhibition; B-score at 10 µM; 0.39% of 300,000 active; HEK293 TRPC4beta/mu-opioid, DAMGO-evoked Fluo4 calcium flux; active compounds read low;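 active = B-score over 3 SD under the library average, no early fluorescence shift, positive overall ratio signal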
#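 Signal: kinetic Fluo4 fluorescence imaging of calcium influx. Material: stable TRPC4beta/mu-opioid receptor HEK293 cells. Probe or stimulus: DAMGO in two steps, submaximal then maximal.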
# MrgX1 antagonist: blocks BAM8-22 activation of human MrgX1 receptor; Q96LB2; MRGX1-HEK293 calcium flux, Fluo-4, BAM8-22 antagonism; active compounds read low; B-score at 10 µM; 1.3% of 310,000 active;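 active = calcium-response B-score plate-corrected more than 3 library SD below zero, starting fluorescence within 5 deviations, no agonist response on first addition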;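 note: peak minus trough fluorescence over baseline after final BAM8-22 challenge near maximal dose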
# TRPC6 inhibitor: blocks the mouse TRPC6 cation channel; B-score at 10 µM; HEK293-TRPC6, membrane potential dye, ACh-evoked depolarization; active compounds read low; 1.1% of 310,000 active;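 active = B-score under library mean minus 3 SD, initial fluorescence not abnormally high, positive integrated signal ratio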;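 note: B-score derived from integrated fluorescence ratio over the kinetic read; more negative B-score means stronger inhibition of depolarization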
# TRPC6 activator: activators of mouse TRPC6 channel | 0.13% of 310,000 active | HEK293-TRPC6 membrane potential dye fluorescence; active compounds read high | B-score at 10 µM;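 active = B-score of the integrated fluorescence ratio above library mean plus 3 SD, and starting fluorescence ratio within library mean plus 5 SD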;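 note: higher score means more depolarization so channel activation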
# TRPC4 act: TRPC4 (mouse) channel activation; HEK293 TRPC4beta/mu-opioid, Fluo4 calcium fluorescence; active compounds read high; 0.49% of 310,000 active; Q9QUQ5; B-score at 10 µM; AID 2237;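 active = B-score above 5 SD of library B-scores, and initial fluorescence ratio not above library mean plus 5 SD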;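 note: positive B-score marks a calcium rise read as TRPC4 activation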
#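 system = HEK293 cells stably co-expressing mouse TRPC4beta and mu-opioid receptor | schedule = Fluo4 dye loading 45 min at room temperature, 110 s recording | measure = B-scored integrated calcium fluorescence ratio | signal = Fluo4 calcium-sensitive dye fluorescence, kinetic, 1 Hz baseline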
# TMEM16A inh: blocks the mouse calcium-activated chloride channel TMEM16A; Q8BHY3; HEK293 TMEM16A/YFP iodide influx fluorescence, ionomycin; normalized B-score (activity score, 25-100; higher = stronger inhibition) at 10 µM; 1.2% of 310,000 active; AID 588511;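 active = ratio plate-corrected score three or more library SD toward inhibition, starting fluorescence score within five deviations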;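 note: score derived from kinetic fluorescence span divided by baseline fluorescence per well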
# MrgX1 allo act: allosterically activates human MrgX1 receptor signaling; Q96LB2; MrgX1-HEK293, Fluo-4 calcium flux, FDSS; active compounds read high; B-score at 10 µM; 0.63% of 310,000 active; AID 588675;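 active = plate-corrected calcium response at least 3 library SD above typical, normal starting fluorescence, not activating the receptor alone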;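 note: compound read alongside a low EC10 to EC30 dose of BAM8-22 agonist; peak minus trough fluorescence over baseline measured at the second addition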
# MrgX1 ag: human MrgX1 receptor agonism, primary screen. Q96LB2. MrgX1-HEK293 cells, Fluo-4 calcium fluorescence, agonist mode; active compounds read high. B-score at 10 µM. 0.44% of 310,000 active. AID 588627;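 active = calcium response B-score plate-corrected fluorescence ratio at least 3 library SD, with starting fluorescence B-score inside 5 SD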
#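 Assay system: stable human MrgX1 HEK293 cell line. Quantity: 15,000 cells per well. Schedule: cells plated overnight, dye loaded 0.5 h 37 °C, 0.5 h room temperature. Detection: Fluo-4 NW calcium-flux fluorescence, kinetic read. Read-out basis: peak-minus-minimum fluorescence over baseline, converted to B scores. Control set: positive and negative control wells on each plate.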
# Active calls of the source: *; i = inactive; / = no result given.
SMILES,RGS4 inh,TMEM16A act,TRPC4 potent,TRPC4 block,MrgX1 antagonist,TRPC6 inhibitor,TRPC6 activator,TRPC4 act,TMEM16A inh,MrgX1 allo act,MrgX1 ag
COc1ccc(-n2nc(C(=O)NCC(=O)N(C)Cc3ccccc3)c3ccccc3c2=O)c(OC)c1,i,i,i,i,i,i,i,i,i,i,i
CCOc1ccc(S(=O)(=O)Nc2cc(OC)c(OC)cc2C(=O)O)cc1,i,i,i,i,i,i,i,i,i,i,i
O=C(Nc1cccc2ccccc12)NC1CCS(=O)(=O)C1 (stereo not given),i,i,i,i,i,i,i,i,i,i,i
COC(=O)NNC(=O)c1ccccc1OC,i,i,i,i,i,i,i,i,i,i,i
CC(=O)Nc1ccc(S(=O)(=O)NC2C3(C)CCC(C3)C2(C)C)cc1 (stereo not given),i,i,i,i,i,i,i,i,i,i,i
c1ccc(-c2ccc(CN3C[C@@H]4C(c5ccccc5)C5(c6ccccc6)CC4(C5)[C@H]3c3ccccc3)cc2)cc1 (stereo not given in full),i,i,i,i,i,i,i,i,i,i,i
Cc1ccc(C)c(S(=O)(=O)c2c[nH]c(=S)[nH]c2=O)c1,i,i,i,i,i,i,i,i,i,i,i
CSc1ccccc1C(=O)Nc1cc(C)cc(C)c1,i,i,i,i,i,i,i,i,i,i,i
COc1ccc(CNC(=O)CSc2nc3ccc(C)cc3[nH]2)cc1,i,i,i,i,i,i,i,i,i,i,i
CCN(CC)S(=O)(=O)c1ccc(N2CCOCC2)c(NC(=O)C23CC4CC(CC(Cl)(C4)C2)C3)c1,i,i,i,i,i,-6.4*,i,i,i,i,i
O=C(CNC(=O)c1cccnc1)N=Nc1c(O)[nH]c2c(Br)cc(Br)cc12,i,i,i,i,i,i,i,i,i,i,i
COc1ccc(C(CNC(=O)C2CC(=O)N(Cc3ccc(C)cc3)C2)N(C)C)cc1 (stereo not given),i,i,i,i,i,i,i,66*,i,i,i
CCOC(=O)CC(NC(=O)c1ccc(C)cc1)c1ccc(C)cc1 (stereo not given),i,i,i,i,i,i,i,i,i,i,i
Cc1ccc(C)c(S(=O)(=O)Nc2nc3ccc(S(N)(=O)=O)cc3s2)c1,i,i,i,i,i,i,i,i,i,i,i
O=C(Cc1ccccc1F)c1ccc(O)cc1O,i,i,i,i,i,i,i,i,i,i,i
CC(NC(=O)CSc1nnc(-c2cccc(S(=O)(=O)N3CCCCC3)c2)o1)C12CC3CC(CC(C3)C1)C2 (stereo not given),i,i,i,i,i,i,i,i,i,i,i
COc1ccc(CN2CCC(CNS(=O)(=O)c3cccc(C(F)(F)F)c3)CC2)cc1,i,i,i,i,i,i,i,i,i,i,i
Cc1cc(C)n2nc(C(=O)Nc3ccc(S(=O)(=O)N4CCCC4)cc3)nc2n1,i,i,i,i,i,i,i,i,i,i,i
CCc1cc(=O)oc2cc(C)cc(OCC(=O)N[C@@H](CSCc3ccccc3)C(=O)O)c12,i,i,i,i,i,i,i,i,i,i,i
CCCCOC(=O)Nc1ccc(S(=O)(=O)Nc2nccs2)cc1,i,i,i,i,i,i,i,i,i,i,i
COc1ccc(S(=O)(=O)NCc2ccc(C(=O)NCCCN3CC(C)CC(C)C3)cc2)cc1 (stereo not given),i,i,i,i,i,i,i,i,i,i,i
CCOC(=O)c1cccc(NC(=O)c2ccc(F)cc2F)c1,i,i,i,i,i,i,i,i,i,i,i
CC1Cc2ccccc2N1C(=O)COc1nc2ccccc2nc1N1CCOCC1 (stereo not given),i,i,i,i,i,i,i,i,i,i,i
c1ccc(Cn2nnc(-c3ccccc3)n2)cc1,i,i,i,i,i,i,i,i,i,i,i
COC(=O)C1=C(C)NC(=O)NC1c1cccc(OC)c1OCc1ccccc1 (stereo not given),i,i,i,i,i,i,i,i,i,i,i
Cc1ccc(-n2nc3c(=O)n(CCCC(=O)N4CCCCC4)nc(C)c3c2C)cc1,i,i,i,i,i,i,i,i,i,i,i
COc1ccc(-c2cc(C(=O)N(C)CC(=O)Nc3cccc(F)c3)c3ccccc3n2)cc1,i,i,i,i,i,i,i,i,i,i,i
CN(C)C(=O)COc1ccc(S(=O)(=O)c2ccc(OCC(=O)N(C)C)cc2)cc1,i,i,i,i,i,i,i,i,i,i,i
Oc1ccccc1C=NCCN=Cc1ccccc1O,i,i,i,i,i,i,i,i,i,i,i
CC(C)(C)NCc1ccc(OCc2cccs2)cc1,i,i,i,i,i,i,i,i,i,i,i
O=c1ccc(Cl)nn1-c1ccccc1,i,i,i,i,i,i,i,i,i,i,i
Cc1ccc(C2(C(F)(F)F)NC(=O)N3CCCN=C3S2)cc1 (stereo not given),i,i,i,i,i,i,i,i,i,i,i
COc1ccc(-n2ncc3c2CC(C)(C)CC3NC(=O)CCN2CCCC2=O)cc1 (stereo not given),i,i,i,i,i,i,i,i,i,i,i
Cc1cccc(NC(=S)N2CCC(N(C)CC3CCCO3)CC2)c1C (stereo not given),i,i,i,i,i,i,i,i,i,i,i
COc1ccc(C2NC(=O)NC3=C2C(=O)CCC3)cc1 (stereo not given),i,i,i,i,i,i,i,i,i,i,i
O=C(O)c1cccc(-n2c(-c3cnccn3)n[nH]c2=S)c1,i,i,i,i,i,i,i,i,i,i,i
COc1cccc(O)c1CN1CCCC(C(=O)c2cccc(C(F)(F)F)c2)C1 (stereo not given),i,i,i,-7*,i,i,i,i,i,i,i
Cc1cc(C(=O)NNC(=S)NCc2ccccc2)cs1,i,i,i,i,i,i,i,i,i,i,i
COc1cc(/C=C2/SC(=S)N(CC(=O)NC(C)(C)C)C2=O)cc(OC)c1OC,i,i,i,i,i,i,i,i,i,i,i
CCN(C(C)=O)c1nc(CCl)cs1,i,i,i,i,i,i,i,i,i,i,i
O=C(CN(c1ccc(Cl)c(C(F)(F)F)c1)S(=O)(=O)c1ccccc1)N/N=C/c1cccc2c1OCCO2,i,i,i,i,i,i,i,i,i,i,i
CCCCCn1c(CN2CCN(CCO)CC2)nc2c1c(=O)n(C)c(=O)n2C,i,i,i,i,i,i,i,i,i,i,i
Cc1ccc(S(=O)(=O)N(C)C)cc1NC(=S)Nc1cccc2ccccc12,i,i,i,i,i,i,i,i,i,i,i
CC[N+](C)(C)CC/C=C1/c2ccccc2Sc2ccc(Cl)cc21,i,i,i,i,i,-8.8*,i,i,i,i,i
CCN(CC)N=Nc1ccc(C(=O)O)cc1,i,i,i,i,-5.5*,i,i,i,i,i,i
O=C(O)C1=C[C@@H](c2ccc3c(c2)OCO3)C[C@@H](OCCCCO)O1,i,i,i,i,i,i,i,i,i,i,i
Cc1ccc(-n2nc3c(c2NC(=O)c2c(F)cccc2Cl)CS(=O)(=O)C3)cc1C,i,i,i,i,i,i,i,i,i,i,i
CC(C)C(NC(=O)c1cccs1)C(=O)NC1=NCCS1 (stereo not given),i,i,i,i,i,i,i,i,i,i,i
O=C(CC(=O)Nc1ccccc1C(F)(F)F)Nc1ccccc1C(F)(F)F,i,i,i,i,i,i,i,i,i,i,i
O=C(O)c1ccc(/C=N/Nc2cccc(C(F)(F)F)c2)cc1,i,i,i,i,i,i,i,i,i,i,i
# (cont.)
SMILES,RGS4 inh,TMEM16A act,TRPC4 potent,TRPC4 block,MrgX1 antagonist,TRPC6 inhibitor,TRPC6 activator,TRPC4 act,TMEM16A inh,MrgX1 allo act,MrgX1 ag
COc1ccccc1N1CCN(C(=O)c2cc3c(=O)n(C)c4ccccc4c3n2C)CC1,i,i,i,i,i,i,i,i,i,i,i
CC(C)(C)C(=O)COC(=O)c1ccc(N)c([N+](=O)[O-])c1,i,i,i,i,i,i,i,i,i,i,i
CC(C)(CNC(=O)Cc1ccc(Br)cc1)N1CCOCC1,i,i,i,i,i,i,i,i,i,i,i
COc1ccc(Cc2nnc(SCC(=O)Nc3ccc(C)c(C)c3)o2)cc1OC,i,i,i,i,i,i,i,i,i,i,i
CC(C)(C)c1ccc(-c2cc(C(=O)NNC(=O)Nc3ccccc3)c3ccccc3n2)cc1,i,i,i,i,i,i,i,i,i,i,i
O=C(NCc1ccco1)c1nc2ncccn2n1,i,i,i,i,i,i,i,i,i,i,i
CCc1nnc(NC(=O)CSc2nnc(-c3ccccc3O)o2)s1,i,i,i,i,i,i,i,i,i,i,i
CCC(=O)Nc1ccc2c(c1)nc(CCN1CCCCC1)n2C,i,i,i,i,i,i,i,i,i,i,i
CN1CCN(c2nc3ccccn3c(=O)c2C=C(C#N)C#N)CC1,i,i,i,i,i,i,i,i,i,i,i
COc1ccc(OC)c(NC(=O)COc2coc(CN3CCc4ccccc43)cc2=O)c1,i,i,i,i,i,i,i,i,i,i,i
C=CCn1c(SCc2ccc(C#N)cc2)nnc1-c1ccccc1,i,i,i,i,i,i,i,i,i,i,i
O=C(O)CCN(CCC(=O)O)c1ccccc1,i,i,i,i,i,i,i,i,i,i,i
CCOc1ccc(S(=O)(=O)Nc2ccc(C(=O)N3CC(C)OC(C)C3)cc2)cc1 (stereo not given),i,i,i,i,i,i,i,i,i,i,i
O=C(NCCN1CCOCC1)c1cc(Sc2cccc(Cl)c2)nc2ccccc12,i,i,i,i,i,i,i,i,i,i,i
COc1ccc(CCNC(=O)CC2C(=O)NCCN2CC(C)(C)C)cc1 (stereo not given),i,i,i,i,i,i,i,i,i,i,i
Cc1ccc(-n2c(=O)cc(N3CCCCCC3)[nH]c2=O)cc1,i,i,i,i,-7.7*,i,i,i,i,i,i
CCOP(=O)(OCC)/C(C#N)=C/c1c[nH]c2ccccc12,i,i,i,i,i,i,i,i,i,i,i
O=C(Nc1ccc(S(=O)(=O)N2CCOCC2)cc1)c1ccc(=O)[nH]c1,i,/,i,i,i,i,i,i,i,i,i
Cc1nnc(NC(=O)CSc2nnc(CNC(=O)c3ccccc3)n2-c2ccccc2)s1,i,i,i,i,i,i,i,i,i,i,i
O=C(c1nc2ccc(Cl)cn2c1CNCCn1ccnc1)N1CCCCCCC1,i,i,i,i,i,i,i,i,i,i,i
CN1C(=O)S/C(=C/c2ccc(OCc3cccc(C(=O)O)c3)cc2)C1=O,i,i,i,i,i,i,i,i,i,i,i
